Source: PubChem (several laboratories)
CTSL1 counter = cathepsin L1 inhibition, PFM18AAP counter-screen; recombinant F. hepatica cathepsin L1, Z-Leu-Arg-MCA fluorescence; inhibition, % at 5.96 µM; 300,000 tested, 0.49% active; AID 1906;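 active means inhibition above the mean of all tested compounds plus 3 SD, set per screening campaign, cut at about 17% in these data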;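 further: 0% = plate median of test compound wells and 100% = 1 µM Z-Phe-Ala-diazomethylketone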
CR mimetic SO = lowers age-related superoxide in aged yeast cells; S. cerevisiae aged cells, superoxide DHE fluorescence; stronger effect = lower value; superoxide response (% of plate mean), % at 10 µM; 330,000 tested, 0.18% active; AID 2690;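 active means superoxide response under a set limit, about three screen SD below normal, cut at about 65% in these data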;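 further: yeast aged for seven days with compound at 30 °C before DHE staining; 100% = average MFI of all compound-treated wells on the plate with controls excluded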
EBNA-1 inh = blocks EBNA-1 binding to DNA. EBNA-1 DNA binding, fluorescence polarization. inhibition, % at 14.8 µM. 300,000 tested, 0.34% active; in the data active means inhibition above about 28%
HCV core dimer = blocks dimerization of HCV core protein. TR-FRET GST/Flag-core106 dimerization, 1536-well. inhibition, % at 5 µM. 300,000 tested, 0.33% active;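 active means inhibition above the mean of all tested compounds plus 3 SD, set per screening campaign, cut at about 45% in these data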
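System – GST-tagged and Flag-tagged HCV core protein residues 1-106 · Repeats – one well for each compound · Technique – TR-FRET 671 and 617 nm emission · Doses – one concentration, 5 µM, in 0.5% DMSO · Times – 4 h, 22.5 °C incubation · Also added – Eu donor and XL665 acceptor anti-tag antibodies · Measure – percent inhibition of core106 dimerization signal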
PP1 counter = blocks human PP1-alpha phosphatase, a PP5 counter-screen; purified PP1alpha, OMFP fluorescence; 320,000 tested, 0.9% active; inhibition, % at 6.7 µM; P62136; AID 2235;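 active means inhibition above the mean inhibition of all tested compounds plus 3 SD, computed separately for each screening campaign, cut at about 15% in these data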
Target sequence (P62136 whole entry, looked up): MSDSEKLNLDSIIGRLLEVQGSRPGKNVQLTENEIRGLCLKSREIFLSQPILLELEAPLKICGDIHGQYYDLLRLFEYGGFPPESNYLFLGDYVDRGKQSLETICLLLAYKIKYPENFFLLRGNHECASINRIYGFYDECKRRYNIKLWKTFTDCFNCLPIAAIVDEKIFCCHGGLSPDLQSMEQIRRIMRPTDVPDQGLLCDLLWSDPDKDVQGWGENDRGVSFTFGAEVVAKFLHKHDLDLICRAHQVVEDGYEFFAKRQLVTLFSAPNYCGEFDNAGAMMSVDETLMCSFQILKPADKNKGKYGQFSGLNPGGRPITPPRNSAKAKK
TPT1 inhibitor = C. albicans TPT1 enzyme inhibition; recombinant caTPT1, FP RNA substrate dephosphorylation; inhibition, % at 5 µM; 300,000 tested, 0.81% active; AID 1962;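 active means inhibition above the mean of all tested compounds plus 3 SD, set per screening campaign, cut at about 24% in these data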;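 further: plate controls were DMSO alone for no effect and ferristatin control at 100 nM for full effect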
PP5 primary = blocks human protein phosphatase 5 activity | inhibition, % at 6.7 µM | P53041 | 320,000 tested, 0.18% active | purified PP5c, OMFP substrate fluorescence;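 active means inhibition above the campaign's mean inhibition across all tested compounds plus 3 SD, cut at about 9.5% in these data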;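 further: 0% = DMSO only and 100% = 100 µM cantharidin control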
ZTA DNA inh = ZTA (EBV) inhibition in EBNA-1 counter-screen | AID 2234 | 320,000 tested, 0.15% active | inhibition, % at 11 µM | ZTA-DNA binding, fluorescence polarization; in the data active means inhibition above about 33%
Target sequence (P03206 whole entry, looked up): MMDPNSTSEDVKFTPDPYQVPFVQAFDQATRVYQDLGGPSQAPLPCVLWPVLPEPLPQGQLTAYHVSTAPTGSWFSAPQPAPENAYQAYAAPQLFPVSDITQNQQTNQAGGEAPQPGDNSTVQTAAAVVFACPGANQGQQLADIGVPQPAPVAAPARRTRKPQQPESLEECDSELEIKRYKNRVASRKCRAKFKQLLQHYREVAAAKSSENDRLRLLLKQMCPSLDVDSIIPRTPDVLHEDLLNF
JMJD2C inh = blocks human GASC-1 demethylase activity | AID 2099 | GST-JMJD2C(1-420) H3K9me3 demethylation, DELFIA europium | inhibition, % at 2.35 µM | 330,000 tested, 0.069% active;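 active means more than half of a compound's replicate wells show inhibition beyond 50%, single wells judged on their own value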;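 further: signal counts dimethyl H3K9 product captured on neutravidin plate; 0% = median of DMSO wells and 100% = 0.3 times that DMSO median; strong numbers were not always called active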
Target sequence (Q9H3R0 1-420 limits assumed): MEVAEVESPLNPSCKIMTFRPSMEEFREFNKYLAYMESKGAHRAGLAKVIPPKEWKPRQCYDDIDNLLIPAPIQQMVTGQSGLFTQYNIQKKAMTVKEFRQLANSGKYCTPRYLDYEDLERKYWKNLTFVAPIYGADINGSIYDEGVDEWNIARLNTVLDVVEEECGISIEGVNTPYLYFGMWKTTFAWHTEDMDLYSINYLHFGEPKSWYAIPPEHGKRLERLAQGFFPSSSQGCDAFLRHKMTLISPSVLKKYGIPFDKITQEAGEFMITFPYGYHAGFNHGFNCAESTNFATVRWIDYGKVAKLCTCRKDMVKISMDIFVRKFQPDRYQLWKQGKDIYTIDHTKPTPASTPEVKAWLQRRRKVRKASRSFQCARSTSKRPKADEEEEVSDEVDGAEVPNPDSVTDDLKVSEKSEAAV
Numbers without * were called inactive; / = not tested or not shown; & = joins results of further samples. This is a subset. The share of hits here may be higher or lower than overall.

1: COc1ccc(CCNC(=O)c2c(N)n(CCN3CCOCC3)c3nc4ccccc4nc23)cc1OC
2: CCOCN(C(=O)CCl)c1c(C)cccc1CC
3: CCOP(=O)(C#CC(C)(C)C)C(C)(O)c1ccccc1 (stereo unspecified)
4: Cn1c(O)c(C=NCCN2CCN(C(=O)Nc3ccccc3)CC2)c(=O)n(C)c1=O
5: O=C(Nc1ccc(Cl)cc1C(=O)c1ccccc1Cl)c1ccco1
6: NC(=O)CN1C2CCC1CC(NC(=O)C1CC1)C2 (stereo unspecified)
7: CS(=O)(=O)N1CCN(C(=N)N[N+](=O)[O-])CC1
8: Cc1cc(NC(=O)C(Cl)(Cl)Cl)no1
screen / no.	1	2	3	4	5	6	7	8
CTSL1 counter	7	-1	5	3	3	2	2	0
CR mimetic SO	101	97	94	85	103	104	102	84
EBNA-1 inh	11	-6	-9	12	-9	8	1	9
HCV core dimer	-5	-3	-4	-4	-2	1	1	-9
PP1 counter	-1	0	3	-1	-1	-1	-5	-3
TPT1 inhibitor	2	-2	-1	-3	3	0	-2	-4
PP5 primary	4.0	-0.5	0.7	-0.7	3.3	-4.0	-2.0	-0.2
ZTA DNA inh	4	-11	-8	-7	0	24	10	7
JMJD2C inh	20	-5	6	-12	2	7	7	3

9: C[C@]12CCC3[C@@H](CC[C@@H]4C[C@H](O)CC[C@]34C)[C@@H]1CCC2=O (stereo partly specified)
10: C=CCn1c(O)c(C(C)=NCCO)c(=O)[nH]c1=O
11: O=C(Cc1ccc(Cl)cc1)NCCN1CCN(C(=O)Cc2ccc(Cl)cc2)CC1
12: CC(C)c1ccc(NC(=O)N2C[C@H]3C[C@@H](C2)c2cccc(=O)n2C3)cc1
13: COC(=O)CC1=C(C(=O)OC)C2(C(=O)Nc3c(C)cccc32)C(C#N)=C(N)O1 (stereo unspecified)
14: COC(=O)C1=C(c2cccc(C#N)c2)C[C@@H]2CC[C@H]1N2C(=O)NCc1cc(C)oc1C(F)(F)F
15: COC(=O)C1=C(c2cccc(OCc3ccccc3)c2)C[C@@H]2CC[C@H]1N2C(=O)NCCOc1ccccc1
16: COCCNC(=O)c1c(N)n(Cc2ccco2)c2nc3ccccc3nc12
screen / no.	9	10	11	12	13	14	15	16
CTSL1 counter	0	-4	-3	-5	3	/	/	1
CR mimetic SO	66	117	91	104	108	90	92	104
EBNA-1 inh	-5	-10	0	-16	-13	/	/	5
HCV core dimer	2	-1	-1	-12	-7	/	/	2
PP1 counter	0	-3	-1	-8	4	-3	6	-4
TPT1 inhibitor	-4	-1	0	-2	-2	/	/	9
PP5 primary	1.5	1.2	0.8	2.1	7.6	0.9	3.8	1.7
ZTA DNA inh	-4	-18	-21	-13	2	0	7	3
JMJD2C inh	/	-27	7	55	1	6	/	5

17: CN1CC2([N+](=O)[O-])CC=C(Cl)C([N+](=O)[O-])(C1)C2 (stereo unspecified)
18: COc1ccccc1-n1c(/C=C/c2ccc(O)cc2)nc2ccccc2c1=O
19: Cc1cc(OCC(=O)N2C[C@H]3C[C@@H](C2)c2cccc(=O)n2C3)c2c(C)cc(=O)oc2c1
20: COc1ccc(CCNC(=O)c2c(N)n(CCN3CCOCC3)c3nc4ccccc4nc23)cc1
21: COc1ccc(CNCCc2ccc3c(c2)OCO3)cc1Br
22: CCN(CC)S(=O)(=O)c1cc(NC(=O)C(C)N2CC=C(c3ccccc3)CC2)ccc1C (stereo unspecified)
23: CNC(=O)Oc1cccc(-c2cn3cc(OC(=O)NC)ccc3n2)c1
24: O=c1[nH]c(O)c(C=Nc2ccccc2Sc2ccccc2)c(=O)[nH]1
screen / no.	17	18	19	20	21	22	23	24
CTSL1 counter	5	4	7	7	-8	3	0	2
CR mimetic SO	108	108	72	97	104	128	84	101
EBNA-1 inh	-1	-3	7	-7	-11	-7	9	1
HCV core dimer	0	-5	8	-5	-4	0	0	2
PP1 counter	-2	6	-2	-3	1	5	0	2
TPT1 inhibitor	2	7	-2	7	-2	2	-2	4
PP5 primary	-1.6	4.5	1.0	3.2	1.2	3.8	2.7	1.6
ZTA DNA inh	-3	-10	-6	-6	13	15	-8	7
JMJD2C inh	-5	11	/	-24&15	-6	-9	-1	4

25: CN(C)C(=O)Oc1ccc2c(c1)O/C(=C\c1ccc(Cl)cc1)C2=O
26: CC1CN=C(Nc2ccc(F)cc2)S1 (stereo unspecified)
27: CC(=O)N1CC(=O)Nc2ccc(Br)cc2C1c1ccc(F)cc1 (stereo unspecified)
28: CC(=O)Nc1ccccc1OP1(=O)COc2ccccc2OC1
29: CCOC(=O)C(O)(c1ccc(N(CC)S(=O)(=O)c2ccc(C)cc2)cc1)C(F)(F)F (stereo unspecified)
30: CN1[C@@H]2CC[C@H]1CC(OC1c3ccccc3CCc3ccccc31)C2 (stereo partly specified)
31: Cc1ccc2c(c1)C(c1ccccc1)=NCC(=O)N2C
32: Cc1ccc(N(C)C(=O)Oc2ccc(C(=O)c3ccc(Cl)cc3)cc2)cc1
screen / no.	25	26	27	28	29	30	31	32
CTSL1 counter	3	-7	2	1	3	-1	2	-5
CR mimetic SO	106	96	101	105	85	89	94	99
EBNA-1 inh	0	-2	-24	8	3	-3	-5	-11
HCV core dimer	-7	-1	-8	0	-4	-10	3	4
PP1 counter	1	-3	-10	-3	-4	4	-4	-1
TPT1 inhibitor	-1	4	1	-1	0	-5	1	-1
PP5 primary	2.0	-1.5	-4.5	5.5	2.2	0.1	-1.7	1.2
ZTA DNA inh	6	7	-10	-13	1	-5	2	-1
JMJD2C inh	-3	-10	-10	5	9	/	14	-6

A stretch from further up:
31: Cc1ccc2c(c1)C(c1ccccc1)=NCC(=O)N2C
32: Cc1ccc(N(C)C(=O)Oc2ccc(C(=O)c3ccc(Cl)cc3)cc2)cc1
screen / no.	31	32
CTSL1 counter	2	-5
CR mimetic SO	94	99
EBNA-1 inh	-5	-11
HCV core dimer	3	4
PP1 counter	-4	-1
TPT1 inhibitor	1	-1
PP5 primary	-1.7	1.2
ZTA DNA inh	2	-1
JMJD2C inh	14	-6

Later entries.
33: CCCCN1C(=O)NC(=O)C2(Cc3c(nc4ccccn4c3=O)N3CCc4ccccc4C32)C1=O (stereo unspecified)
34: CC(C)c1ccc(N2C(=O)NC(=O)/C(=C\c3cnc(-c4ccccc4)nc3)C2=O)cc1
35: COC(=O)C1=C(c2ccc(F)cc2F)C[C@@H]2CC[C@H]1N2C(=O)NCCOc1ccccc1
36: CCCCN1C(=O)C(C2c3ccccc3C(=O)N2Cc2ccccc2)C(=O)NC1=S (stereo unspecified)
37: COC(=O)C(O)(c1ccc(N(C)C(=O)c2ccc(Cl)c(Cl)c2)cc1)C(F)(F)F (stereo unspecified)
38: O=C1N(c2cccc(Cl)c2)C(c2cccnc2)N2CCCN12 (stereo unspecified)
39: O=C(CN1CCOCC1)c1ccc(Br)cc1
40: Cc1ccccc1-n1c(-c2ccc([N+](=O)[O-])cc2)nc2ccccc2c1=O
screen / no.	33	34	35	36	37	38	39	40
CTSL1 counter	0	-2	/	3	8	-4	1	0
CR mimetic SO	99	101	101	99	103	117	97	102
EBNA-1 inh	1	-8	/	1	12	5	-19	-8
HCV core dimer	7	19	/	4	7	-2	2	5
PP1 counter	-3	0	1	-2	-3	-4	-4	-3
TPT1 inhibitor	0	15	/	-1	0	-2	4	2
PP5 primary	2.6	4.1	3.0	1.5	3.5	-2.9	-1.0	3.1
ZTA DNA inh	-2	1	-4	-12	10	7	3	-16
JMJD2C inh	-15	-39	-9	4	1	0	0	0

An excerpt from above in order of length of the SMILES, rising:
39: O=C(CN1CCOCC1)c1ccc(Br)cc1
8: Cc1cc(NC(=O)C(Cl)(Cl)Cl)no1
28: CC(=O)Nc1ccccc1OP1(=O)COc2ccccc2OC1
5: O=C(Nc1ccc(Cl)cc1C(=O)c1ccccc1Cl)c1ccco1
34: CC(C)c1ccc(N2C(=O)NC(=O)/C(=C\c3cnc(-c4ccccc4)nc3)C2=O)cc1
33: CCCCN1C(=O)NC(=O)C2(Cc3c(nc4ccccn4c3=O)N3CCc4ccccc4C32)C1=O (stereo unspecified)
screen / no.	39	8	28	5	34	33
CTSL1 counter	1	0	1	3	-2	0
CR mimetic SO	97	84	105	103	101	99
EBNA-1 inh	-19	9	8	-9	-8	1
HCV core dimer	2	-9	0	-2	19	7
PP1 counter	-4	-3	-3	-1	0	-3
TPT1 inhibitor	4	-4	-1	3	15	0
PP5 primary	-1.0	-0.2	5.5	3.3	4.1	2.6
ZTA DNA inh	3	7	-13	0	1	-2
JMJD2C inh	0	3	5	2	-39	-15

The list goes on:
41: COC(=O)COc1cc(C)cc2oc(=O)c3c(c12)CCCC3
42: CC1SC2(CN3CCC2CC3)NC1=O (stereo unspecified)
43: CC(O)CNc1ccc([N+](=O)[O-])c2cccnc12 (stereo unspecified)
44: COc1cc2c(cc1OC)-c1c(OC)c(OC)cc3c1[C@H](C2)[N+](C)(C)CC3
45: COc1cc2c(cc1OC)C(c1c(O)n(CCc3ccccc3)c(=S)[nH]c1=O)NCC2 (stereo unspecified)
46: Cc1cc(C=C2C(=O)N(C)C(=O)N(C)C2=O)c(C)n1-c1ccccc1
47: Cc1ccc(CCN2CC(C(=O)N3CCC4(CC3)OCCO4)CC2=O)cc1 (stereo unspecified)
48: CCN1CCN(Cc2ccc(OC(F)(F)F)cc2)CC1
screen / no.	41	42	43	44	45	46	47	48
CTSL1 counter	4	-2	4	12	1	-7	2	1
CR mimetic SO	93	96	120	103	99	95	94	99
EBNA-1 inh	6	0	-11	5	6	-12	9	3
HCV core dimer	1	-8	-21	-6	0	-3	-7	-3
PP1 counter	-3	3	8	-5	-2	-1	-1	-4
TPT1 inhibitor	-3	-4	-2	-2	8	1	-3	1
PP5 primary	0.6	1.2	5.0	-7.8	-6.0	3.8	-1.4	-0.7
ZTA DNA inh	6	2	-30	-10	12	-10	-6	4
JMJD2C inh	1	-4	-1	11	5	13	-14	6

49: CCCC(C)n1[nH]c(=O)c2c1NC(=O)CSC2c1ccc(OC)cc1 (stereo unspecified)
50: CCOC(=O)c1ccc(-[n+]2c(-c3ccccc3)cc(-c3ccccc3)cc2-c2ccccc2)cc1
51: CCN1C(=O)N(CC)C(=O)C2(Cc3ccccc3N3CCN(c4ccccc4)CC32)C1=O (stereo unspecified)
52: COC(=O)C(O)(c1ccc(NC(=O)NC2CCCCC2)cc1)C(F)(F)F (stereo unspecified)
53: Cc1c(N=Nc2c(O)n(C)c(=O)n(C)c2=O)c(=O)n(-c2ccccc2)n1C
54: COc1ccc(C2C([N+](=O)[O-])=C(N)Oc3c2c(=O)oc2ccccc32)cc1 (stereo unspecified)
55: CCN(CC)CCN/N=C(\C)c1c(O)[nH]c(=O)[nH]c1=O
56: CCc1ccc(N2C(=O)CC(=O)NC2=O)cc1
57: CC(=O)N1N=C2C3CCN(CC3)C2C1c1ccc(Br)cc1 (stereo unspecified)
58: COc1cccc(O)c1CN1CCCC(C(=O)c2ccccc2SC)C1 (stereo unspecified)
screen / no.	49	50	51	52	53	54	55	56	57	58
CTSL1 counter	-2	1	2	2	2	-4	-6	4	1	-1
CR mimetic SO	95	101	106	96	101	89	87	77	78	100
EBNA-1 inh	-3	-6	-9	-8	4	5	1	-7	3	-3
HCV core dimer	0	-1	6	0	-8	-3	-1	-4	-2	-3
PP1 counter	-2	7	-1	1	0	4	-4	-5	-2	-2
TPT1 inhibitor	-3	-2	1	-1	3	2	1	22	-4	-3
PP5 primary	-0.2	1.1	-0.3	1.6	-0.8	4.8	1.5	0.9	-0.3	1.5
ZTA DNA inh	2	18	-12	-2	-5	7	27	-10	-1	-33
JMJD2C inh	5	0	104	-2	19	-7	-12	-33	1	10
